High-throughput results (PubChem BioAssay)
Rab9 prom act – qHTS Assay for Rab9 Promoter Activators; Huh7 Rab9 promoter-luciferase reporter, luminescence, 24 h; Potency, µM (top dose mostly 9.22 µM), without a hit: top-dose activation, negative = inhibition, usual class: activators; 320,000 tested, 2.8% active; note: potency is the fitted concentration of half-maximal effect; % of control where 0% means no effect; nearly all actives have a fitted effect of over 60% in size
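Cells were plated at 1500 per well in reduced-serum medium with 10% FBS and left 2 h. Compound in DMSO was then added for 24 h at 37 °C. Reporter signal was read by luminescence after 10 min with luciferase detection reagent.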
ELG1 repair inh – qHTS screen for small molecules that inhibit ELG1-dependent DNA repair in human embryonic kidney (HEK293T) cells expressing luciferase-tagged ELG1 | HEK293T ELG1-luciferase reporter, luminescence, 16 h; DNA damage induced by 5-fluorouridine | Potency, µM (series often up to 46.1 µM), without a hit: top-dose activity change, negative = inhibition, actives largely listed as inhibitors | 330,000 tested, 2.3% active | AID 504467, 2011; note: potency is the fitted concentration of half-maximal effect; % is set by controls: 0 for no effect and ±100 for the full control effect; nearly all actives have a fitted effect of over 55% in size
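Cells (2,000 per well) received 5-fluorouridine plus test compound or DMSO and were incubated 16 hr at 37 °C, 5% CO2. Luciferase activity was read by luminescence 30 min after ONE-Glo addition; signal suppression marked inhibition of damage-induced ELG1 function.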
MBNL1-CUG inh – qHTS Assay for Inhibitors of MBNL1-poly(CUG) RNA binding. 280,000 tested, 0.036% active. Muscleblind-like protein 1 (Homo sapiens), Q9NR56. Potency, µM (top dose mostly 57.5 µM), for inactives: at the top dose activity change, negative = inhibition, most hits filed as inhibitors. TR-FRET MBNL1-His/biotin-(CUG)12 binding, 665/545 ratio; active = well fitted inhibition curve with a large enough effect in the signal ratio, with a control signal flat, not every such curve was filed as active; inconclusive = small, poorly fitted or top-dose-only effect, or effect the other way, or a change in a side signal; inactive = no such curve, though single readings can be large or run the other way; the % refers to the signal ratio; note: potency is the fitted concentration of half-maximal effect; % is set by controls: 0 for no effect and ±100 for the full control effect
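MBNL1-His + Biotin-(CUG)12, cpd titration 92 nM–58 uM; Tb anti-His Ab 0.055 ng/ul, SA-XL665 5 nM (final); 60 min RT; ratiometric 665/545 nm, Ex 340 nm; normalized to buffer and full-complex controls.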
FLuc modulator – qHTS profiling assay for firefly luciferase inhibitor/activator using purifed enzyme and Km concentrations of substrates (counterscreen for miR-21 project) | purified FLuc, Km substrates, luminescence inhibition | 360,000 tested, 6.9% active | AID 588342, 2011 | Luciferin 4-monooxygenase (Photinus pyralis), P08659 | Potency, µM (top dose mostly 57.5 µM), for the others: at the top dose activity change, negative = inhibition, usual class: inhibitors;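 note: potency is the fitted concentration of half-maximal effect; plate controls were vehicle for no effect and reference inhibitor for full effect; nearly all actives have a fitted effect of over 55% in size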
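Purified P. pyralis luciferase (10nM final) with 10uM D-luciferin and 10uM ATP (Km levels) in 50mM Tris acetate pH 7.5, 10mM Mg acetate, 0.01% Tween-20, 0.05% BSA; qHTS 6-point titration, ~60 µM downward; luminescence read.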
RORg inh – qHTS for inhibitors of ROR gamma transcriptional activity; Drosophila S2 Gal4-RORgamma UAS-luciferase reporter, 20 h; Nuclear receptor ROR-gamma (Mus musculus), P51450; 310,000 tested, 5.4% active; Potency, µM (series often up to 53.6 µM), for inactives: at the highest dose activity change, negative = inhibition, usual class: inhibitors; note: potency is the fitted concentration of half-maximal effect; % is set by controls: 0 for no effect and ±100 for the full control effect; nearly all actives have a fitted effect of over 60% in size
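Compounds are pin-transferred onto Drosophila Schneider cells expressing a copper-inducible Gal4–ROR gamma transactivation domain fusion. After 1 hr, copper sulfate is added to 700 uM final; luciferase is read 20 hr later.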
PKM2 activator – qHTS Assay for Activators of Human Muscle isoform 2 Pyruvate Kinase | AID 1631, 2009 | Pyruvate kinase PKM (Homo sapiens), P14618 | Potency, µM (titrated, usually from 57.5 µM), inactives show at the top dose activation, actives largely listed as activators | 260,000 tested, 0.34% active | purified PKM2, Kinase-Glo ATP luminescence, activation; response scale: 0% is enzyme alone, no compound; note: potency is the fitted concentration of half-maximal effect; % is set by controls: 0 for no effect and ±100 for the full control effect; nearly all actives have a fitted effect of over 55% in size
Target sequence (P14618 whole entry, looked up, canonical isoform): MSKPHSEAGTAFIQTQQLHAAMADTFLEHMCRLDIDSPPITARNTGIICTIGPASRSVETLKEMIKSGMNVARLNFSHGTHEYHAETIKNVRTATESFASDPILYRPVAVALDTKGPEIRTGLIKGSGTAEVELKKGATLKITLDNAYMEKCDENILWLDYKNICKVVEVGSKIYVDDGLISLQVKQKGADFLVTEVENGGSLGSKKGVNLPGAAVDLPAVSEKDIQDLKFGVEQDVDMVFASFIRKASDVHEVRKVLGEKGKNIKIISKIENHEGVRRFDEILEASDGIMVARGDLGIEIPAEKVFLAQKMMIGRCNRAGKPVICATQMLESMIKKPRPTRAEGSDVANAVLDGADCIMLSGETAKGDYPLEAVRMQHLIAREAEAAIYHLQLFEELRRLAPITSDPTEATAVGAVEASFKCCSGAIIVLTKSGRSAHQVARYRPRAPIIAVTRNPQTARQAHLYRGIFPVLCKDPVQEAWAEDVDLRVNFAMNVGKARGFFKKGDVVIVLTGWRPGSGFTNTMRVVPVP
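Purified hPK-M2 (>95%) run at intermediate activity with 0.1 mM ADP and 0.5 mM PEP in 50 mM imidazole pH 7.2, KCl, MgCl2; 1 h room temperature. ATP formed read by Kinase-Glo luminescence; normalized to uninhibited and no-enzyme controls.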
NPC1 promoter act – qHTS Assay for NPC1 Promoter Activators; Huh7 NPC1 promoter luciferase reporter, 24 h; Potency, µM (series often up to 9.22 µM), inactives show at the top dose activation, usual class: activators; AID 485313, 2010; 320,000 tested, 2.4% active;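 note: potency is the fitted concentration of half-maximal effect; % of control where 0% means no effect; nearly all actives have a fitted effect of over 60% in size; reporter is driven by a mutant NPC1 promoter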
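Luminescence read-out of NPC1 promoter-driven luciferase in stably transfected Huh7 cells; compounds delivered in DMSO and left 24 h at 37C, 5% CO2, qHTS titration format.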
KCNH2 3.1 inh – qHTS for Inhibitors of KCHN2 3.1: Mutant qHTS; 340,000 tested, 0.95% active; activity change, % (tested at about 1.8 µM); U2OS KCNH2 3.1, thallium flux FluxOr; hits give low values;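 active = maximum activity change below -70%; inconclusive = maximum activity change from -70% to -50%; inactive = maximum activity change above -50%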;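 note: thallium influx rate constant from kinetic fluorescence after stimulation buffer; % is set by controls: 0 for no effect and ±100 for the full control effect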
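Steps: virus added to U2OS suspension (4 h, RT, dark); medium with 10% FBS added, cells plated, 37 C overnight; FluxOr/Red40 loading buffer 45 min RT; stimulation buffer, 2 min kinetic read; rate constant normalized.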
VP16 counter – VP16 counterscreen qHTS for inhibitors of ROR gamma transcriptional activity; Potency, µM (titrated, usually from 53.6 µM), without a hit: top-dose activity, negative = inhibition, most hits filed as inhibitors; 310,000 tested, 3.5% active; Drosophila S2 Gal4-VP16 UAS-luciferase, luminescence, 20 h;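 note: Gal4-VP16 expression switched on by copper sulfate through the metallothionein promoter; potency is the fitted concentration of half-maximal effect; % is set by controls: 0 for no effect and ±100 for the full control effect; nearly all actives have a fitted effect of over 50% in size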
Menin-MLL TR inh – qHTS Assay for Inhibitors Targeting the Menin-MLL Interaction in MLL Related Leukemias: Competition With Texas Red Labeled MLL-derived Mutant Peptide; Menin + Texas Red MLL mutant peptide, fluorescence polarization; Potency, µM (doses to about 61.6 µM), for inactives: top-dose FP activity change, negative = inhibition, actives largely listed as inhibitors; 270,000 tested, 0.23% active; AID 1768, 2009; active = well fitted inhibition curve with a large enough effect in the polarisation, with a control signal flat, not every such curve was filed as active; inconclusive = small, poorly fitted or top-dose-only effect, or effect the other way, or a change in a side signal; inactive = no such curve, though single readings can be large or run the other way; the % refers to the polarisation; note: potency is the fitted concentration of half-maximal effect; % of control where 0% means no effect; many of its hits are not listed in these tables
Target sequence (O00255 whole entry, looked up): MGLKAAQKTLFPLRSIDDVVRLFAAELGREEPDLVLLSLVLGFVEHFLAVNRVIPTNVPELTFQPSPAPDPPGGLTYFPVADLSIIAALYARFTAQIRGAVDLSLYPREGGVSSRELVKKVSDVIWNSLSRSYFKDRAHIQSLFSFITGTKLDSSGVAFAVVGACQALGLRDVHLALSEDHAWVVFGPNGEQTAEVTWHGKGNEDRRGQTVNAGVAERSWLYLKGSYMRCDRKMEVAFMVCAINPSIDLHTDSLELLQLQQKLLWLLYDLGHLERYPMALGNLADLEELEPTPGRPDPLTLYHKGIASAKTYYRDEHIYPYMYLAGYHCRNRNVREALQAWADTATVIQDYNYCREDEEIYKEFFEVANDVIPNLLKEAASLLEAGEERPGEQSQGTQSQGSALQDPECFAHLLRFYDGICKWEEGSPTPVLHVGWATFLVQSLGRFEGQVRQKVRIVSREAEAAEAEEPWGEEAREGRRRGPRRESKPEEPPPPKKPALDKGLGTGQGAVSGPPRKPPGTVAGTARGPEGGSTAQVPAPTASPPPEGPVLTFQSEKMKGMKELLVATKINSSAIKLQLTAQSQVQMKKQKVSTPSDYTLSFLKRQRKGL
Mito fusion yeast – qHTS Assay for Small Molecule Inhibitors of Mitochondrial Division or Activators of Mitochondrial Fusion; S. cerevisiae fusion-defective mutant growth rescue, CellTiterGlo 48 h; Potency, µM (series often up to 46.1 µM), for the others: top-dose growth rescue (activation), actives largely listed as activators; 320,000 tested, 0.23% active;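 note: potency is the fitted concentration of half-maximal effect; % of control where 0% means no effect; nearly all actives have a fitted effect of over 45% in size; temperature-sensitive fusion mutants such as fzo1-1 at 37 °C on non-fermentable ethanol glycerol medium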
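Yeast fusion mutant, YPEG (non-fermentable carbon), compound, 48 h at 37C non-permissive; CellTiterGlo added, 10 min RT, luminescence read. Rescued growth = division inhibition.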
Starred values were filed as active, the others as inactive; ? = inconclusive; . = not tested or not shown; [ ] = remark or other dose. Unless noted, calls come from the whole dose curve; as a rule, active = well fitted curve in the direction sought with a large enough effect; inconclusive = small, poorly fitted or top-dose-only effect, or another doubt; inactive = no such curve, though single readings can be large; an effect the other way counts as inactive or inconclusive. Only part of the results is shown, so the mix of outcomes need not match the whole.

Values run as follows: Rab9 prom act	ELG1 repair inh	MBNL1-CUG inh	FLuc modulator	RORg inh	PKM2 activator	NPC1 promoter act	KCNH2 3.1 inh	VP16 counter	Menin-MLL TR inh	Mito fusion yeast
COc1cc2c(cc1NC(=O)COC(=O)CNC(=O)c1ccccc1)oc1ccccc12
  ?	?	47%[activator]	?	11µM*	-3%	?	15	6.3µM*	?	12%
O=C(NNC(=O)C1[C@H]2CCCC[C@@H]12)Nc1cccc2ccccc12 (some centres undefined)
  -2%	26µM*	11%	-16%	1%	2%	7%	-22	3%	.	-2%
CN(CC(=O)Nc1cccc(F)c1)C(=O)C1CSC2(C)CCC(=O)N12 (centres undefined)
  -7%	6%	.	1%	.	.	0%	6	.	.	-10%
COc1ccccc1N(C)S(=O)(=O)c1ccc(C(=O)NC(C)c2ccccc2)cc1 (centres undefined)
  -1%	-6%	-5%	-2%	32%	7%	1%	3	7%	.	0%
CC1(C)CC(NS(=O)(=O)c2ccc(S(=O)(=O)N3CCOCC3)cc2)CCO1 (centres undefined)
  2%	-1%	-2%	2%	-5%	-3%	1%	-4	-3%	0%	-1%
COc1ccc(C2SCCN2C(=S)Nc2ccc(F)cc2)cc1 (centres undefined)
  1%	2%	-3%	2%	?	-1%	1%	14	?	-5%	-4%
COc1cnc(-c2ccccn2)nc1Sc1ccc(F)cc1
  0%	21µM*	-1%	1%	-29%	8%	-6%	9	3.5µM*	?	7%
COCCN(CCOC)S(=O)(=O)c1ccc(C(=O)Nc2c(C)n(C)n(-c3ccccc3)c2=O)cc1
  -4%	?	5%	-1%	10%	0%	-4%	6	2%	.	1%
CCC(C)N(NC(C)=O)c1nc(Cl)nc(NC(C)(C)C)n1 (centres undefined)
  6%	4%	-1%	3%	4%	5%	-1%	2	7%	-1%	5%
COCCNC(=O)CN1C(=O)NC2(CCCc3cc(OC)ccc32)C1=O (centres undefined)
  -5%[1.84 µM]	-4%	-2%	-1%	21%	.	-5%	5	-2%	3%	4%
Cc1ccc(CSc2nnc(CCCCCNC(=O)OC(C)(C)C)o2)cc1
  -3%	?	8%	-18%	?	0%	0%	-2	-6%	.	5%
Cc1nn(C)cc1/C=C/C(=O)c1ccc(O)cc1
  ?	?	.	13µM*	?	-14%	?	8	-9%	19%	-2%
CCC1(COC(NC(=O)c2cccnc2)(C(F)(F)F)C(F)(F)F)COC1
  -1%	1%	-1%	0%	-9%	-2%	2%	6	-8%	0%	-1%
Cc1ccc(/C=C/C(=O)OCC(=O)Nc2ccc3[nH]c(=O)[nH]c3c2)o1
  0%	10%	.	-2%	.	.	-6%	-3	.	.	-3%
Cc1cc(=O)oc2cc(OCC(=O)Nc3ccc4[nH]c(=O)[nH]c4c3)ccc12
  -4%	14%	.	5%	.	.	0%	21	.	.	-4%
COc1ccc(C(=O)N(CCN2CCOCC2)CC(=O)NC2CCCC2)cc1OC
  0%	-2%	2%	1%	17%	-1%	0%	14	-6%	6%	-3%
COC(=O)c1ccc(Oc2nc(NC(C)C)nc(N(C)C)n2)cc1
  -9%	-28%	1%	3%	15%	10%	-1%	-9	-2%	?	8%
CN1CCN(S(=O)(=O)c2ccc(NC(=O)c3ccc(Br)o3)cc2)CC1
  -5%	12%	-13%	1%	-20%	0%	-6%	2	14%	?	-1%
O=C(C1CCCN(S(=O)(=O)c2cccc3cccnc23)C1)N1CCN(c2ccccc2F)CC1 (centres undefined)
  -4%	?	-2%	-2%	25%	?	0%	-6	-6%	-7%[11.7 µM]	0%
O=C(NCc1ccc2c(c1)OCO2)Oc1ccccc1
  -6%	?	3%	?	18%	3%	-3%	-8	6%	0%	-3%
Cc1ccc(C2(C)NC(=O)N(CC(=O)NC(=O)NC(C)C)C2=O)cc1 (centres undefined)
  -2%	?	-6%	-1%	1%	.	3%	13	2%	.	-1%
COc1cccc(C(=O)Nc2cccc(-c3ccc(N4CCOCC4)nn3)c2)c1OC
  1.1µM*	-17%	.	0.38µM*	.	.	3.5µM*	8	.	.	-38%[inhibitor]
COc1ccc(CN2CCCC(C(=O)N3CCCCC3)C2)cc1 (centres undefined)
  -3%	-3%	-2%	-1%	37%	.	-1%	4	-9%	-9%	-5%
Cc1cc(OC(=O)C2CC2)c([N+](=O)[O-])c(=O)[nH]1
  0%	-7%	-8%	-1%	1%	0%	-1%	12	2%	8%	5%
CCc1ccc(C(CNc2nc(C(F)(F)F)nc3ccccc23)N(C)C)cc1 (centres undefined)
  -1%	?	-4%	-1%	-36%	2%	-4%	-9	-30%	-1%	-7%
O=C1Nc2ccccc2C1C(C[N+](=O)[O-])c1ccccc1 (centres undefined)
  -2%	1%	-9%	0%	10%	.	-9%	-1	-1%	-8%	-3%
CCc1ccc(OCC(=O)Nc2ccc3oc(=O)ccc3c2)cc1
  0%	1%	11%	-3%	-1%	.	0%	5	1%	-3%	6%
COc1c(O)ccc(/C=N/NC(=O)c2ccc3c(c2)OCCO3)c1[N+](=O)[O-]
  ?	?	.	2.7µM*	1.1µM*	5%	?	13	1.6µM*	.	-3%
CC(=O)Nc1ccc(Nc2ccc(S(=O)(=O)C(F)(F)F)cc2[N+](=O)[O-])cc1
  -2%	-29%	?	0%	?	-5%	-5%	1	?	?	10%
CCOC(=O)[C@H]1[C@H]2COc3ccc(OC)cc3[C@@H]2N2C(=O)c3ccc(F)cc3NC(=O)[C@@]12C
  1%	2%	.	-2%	.	.	0%	10	.	.	14%
CC1(C)Cc2c(cnn2-c2ccc(F)cc2)C(NC(=O)Cn2cncn2)C1 (centres undefined)
  10%	6%	-12%	-1%	19%	0%	1%	.	-7%	-2%	2%
COc1ccc(C(=O)CCC(=O)N2CCN(c3cccc(Cl)c3)CC2)cc1
  0%	-27%	-6%	-5%	30%	-1%	-5%	4	-6%	3%	6%
CCNC(=S)N/N=C/c1ccc(C#N)cc1
  0%	.	?	-3%	7.1µM*	-11%	-4%	-11	18µM*	9%	4%
Cc1ccc(NC(=O)C(C)c2ccc(-c3ccccc3)c(F)c2)c(C)c1 (centres undefined)
  -8%	?	?	0%	-14%	-7%	3%	-41	6%	.	-3%
Cc1cccc(NC(=O)CC2NC3CCCCC3NC2=O)c1 (centres undefined)
  -2%	12%	1%	-18%	28%	-9%	-3%	4	2%[0.365 µM]	-3%	4%
C[C@H](NC(=O)c1nc[nH]c1C(=O)N[C@@H](Cc1ccccc1)C(=O)OCc1ccccc1)C(=O)OCc1ccccc1
  -4%	-4%	-3%	0%	11µM*	-4%	-3%	-2	?	10%	-1%
COc1ccc(/C=C/C(=O)NCC(=O)N/N=C(\C)Cc2ccccc2)cc1
  -7%	4%	-1%	?	-7%	2%	15%	-8	-2%	.	0%
O=C(/C=C/c1ccccc1)Nc1sc2c(c1C(=O)O)CCC2
  ?	?	11%	17µM*	30%	0%	?	-6	-2%	.	9%
Cc1cc(C)c2c(NC(=O)CCl)nn(C)c2n1
  -10%	.	.	-2%	-21%	4%	-16%	-1	?	5%	.
CC(C)C(NS(=O)(=O)c1ccccc1)C(=O)NC1CCCC1 (centres undefined)
  -3%	-6%	-5%	4%	-16%	-1%	0%	-25	-4%	.	3%
Cc1cccc(C)c1NC(=O)CSc1nnc(C)n1CC1CCCO1 (centres undefined)
  -1%	10%	-6%	0%	13%	-1%	-2%	0	2%	-5%	0%
O=C(c1ccc(F)cc1)N(c1ccccn1)C1CCCCC1
  -1%	3%	-1%	6%	-5%	0%	0%	18	15%	-18%	-9%
